S3 lipid droplet = qHTS Assay for Lipid Storage Modulators in Drosophila S3 Cells | Drosophila S3 cells, BODIPY lipid droplet fluorescence, 18-24 h; cells fed with added oleic acid | Potency in µM for hits, for the others lipid storage change, negative = inhibition, % at the top dose, mostly 46.1 µM | 320,000 compounds, 0.64% hits; active means well fitted inhibition curve with a large enough effect in the signal ratio, with a control signal flat, not every such curve was filed as active; inconclusive means small, poorly fitted or top-dose-only effect, or effect the other way, or a change in a side signal; the % refers to the signal ratio
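Drosophila S3 cells got compounds at several concentrations plus oleic acid (400 uM solution). Laser-scanning cytometry with 488 nm excitation read lipid droplets at 500-530 nm and cells at 575-640 nm. Percent activity was relative to 20 uM Triacsin C.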
S3 lipid droplet cell count max = second read-out of S3 lipid droplet, no call of its own (marks repeat the call); cell number change, %; measured here: cell count max response;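 cells counted by Cell Tracker Red CMTPX staining in the red channel; peak over a dose series mostly up to 46.1 µM; percent activity relative to internal control wells on each plate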
Numbers without * were called inactive; i = inactive; ? = inconclusive; · = not tested or not shown. On the % scale 0 is the no-effect control and ±100 the full control effect; potency means the concentration at half of the fitted maximal effect.

Order of values: S3 lipid droplet	S3 lipid droplet cell count max
- Cc1ccccc1-c1nc(CN(C)C(C)c2ccon2)c(C)o1 (stereo unspecified)
    28%	18
- CC(C)CCn1c(O)c(N=NC(=O)Cn2ccc(C(F)(F)F)n2)c2ccccc21
    ?	·
- CCOc1ccc(/C(C)=N/N2C(=O)C(CC(=O)Nc3ccc(OC)cc3[N+](=O)[O-])SC2=Nc2cccc(C)c2C)cc1 (stereo unspecified)
    18%	25
- Cc1ccc(Nc2nc(N)nc(CSC(=S)N3CCOCC3)n2)c(C)c1
    i	18
- Cn1nc([N+](=O)[O-])nc1Sc1ccc(C(C)(C)C)cc1
    ?	·
- COc1cccc(=O)c2c(C)n(-c3cc(C)cc(C)c3)c(C)c12
    -13%	-2
- CN1CC2(C)OC(=O)C(Cl)=C2CC1c1ccccc1 (stereo unspecified)
    ?	·
- O/N=C1\CCCCc2ccccc21
    i	·
- COc1ccc(CCc2nnc(CCC(=O)N(C)Cc3ccncc3C)o2)cc1
    0%	·
- CCOC(=O)C(C)C(C)=O (stereo unspecified)
    10%	10
- N#Cc1sc2nc(N3CCCCC3)c3c(c2c1N)CCCC3
    ?	·
- CNc1nc(N)c(C(=O)C(C)(C)C)s1
    ?	·
- COc1ccc([N+](=O)[O-])cc1NC(=O)COC(=O)c1ccccc1C(=O)c1ccccc1
    23%	-12
- CCCN=Cc1c(CCC)[nH]n(-c2nc3ccccc3s2)c1=O
    12%	4
- CC1=NN(C(=O)c2ccco2)C(O)(c2ccccc2)C1 (stereo unspecified)
    -4%	20
- Cc1ccc(N(CC(O)CN2CCCCC2)S(=O)(=O)c2ccc(C)cc2)cc1 (stereo unspecified)
    ?	·
- Cc1ccc(S(=O)(=O)/N=C2/NC(=O)/C(=C/c3cc([N+](=O)[O-])ccc3O)S2)cc1
    ?	·
- CCOn1c(=O)c(-c2cccc(Br)c2)[n+]([O-])c2ccccc21
    i	12
- CC(=O)Oc1ccc(N(C(C)=O)S(=O)(=O)c2ccc(C)c([N+](=O)[O-])c2)cc1
    i	-7
- Cn1c(NCCN2CCCCC2)cc(=O)n(C)c1=O
    ?	·
- O=C(CNC(=O)c1ccccc1F)OCCOc1cccc(Cl)c1
    ?	·
- CCOC(=O)c1c(C)oc(C)c(C(=O)OCC)c1=O
    ?	·
- O=C(NCC1CCCO1)c1cccc(S(=O)(=O)N(Cc2ccccc2)c2ccccc2)c1 (stereo unspecified)
    ?	·
- COCCN1CCN(C(=O)c2cc(COc3ccc(F)cc3Cl)on2)CC1
    -6%	·
- COc1ccc(C(=O)N2CCN(C(=O)CC(C)C)CC2)cc1OC
    17%	-14
- Clc1ccc(CN2C3=NCCCN3c3ccccc32)cc1
    ?	·
- Cc1ccc(S(=O)(=O)N2CCN(C(=O)C(F)(F)F)C2c2ccc(N(C)C)cc2)cc1 (stereo unspecified)
    ?	·
- COc1ccc(C(=O)NC(Cc2c[nH]c3ccccc23)C(=O)O)cc1 (stereo unspecified)
    i	10
- CCOC(=O)c1c(C)n(CC(COC(C)=O)OC(C)=O)c2ccc(OC(C)=O)cc12 (stereo unspecified)
    ?	·
- O=C(C1=C[C@@H](c2csc3ccccc23)C[C@@H](OCc2ccc(CO)cc2)O1)N1CCN(Cc2ccccc2)CC1
    i	·

The last 2 entries of the part before come first, to join the parts:
Order of values: S3 lipid droplet	S3 lipid droplet cell count max
- CCOC(=O)c1c(C)n(CC(COC(C)=O)OC(C)=O)c2ccc(OC(C)=O)cc12 (stereo unspecified)
    ?	·
- O=C(C1=C[C@@H](c2csc3ccccc23)C[C@@H](OCc2ccc(CO)cc2)O1)N1CCN(Cc2ccccc2)CC1
    i	·
- Cc1nnc(SCc2nnc(-c3ccccc3)o2)n(N)c1=O
    i	1
- COC(=O)c1cn(CC(=O)Nc2ccccc2C)c2ccccc12
    i	9
- Fc1ccc(Br)cc1C1C=C(c2cccnc2)Nc2ncnn21 (stereo unspecified)
    ?	·
- Cn1c(CNC(=O)CNC(=O)c2ccc(C(C)(C)C)cc2)cc(=O)n(C)c1=O
    ?	·
- CN1C(=O)c2oc3ccccc3c(=O)c2C1c1ccccn1 (stereo unspecified)
    ?	·
- Cc1ccc(CSc2nnc(SCC(=O)N/N=C/c3c(C)nn(-c4ccccc4)c3C)s2)cc1
    ?	·
- CCOC(=O)c1cc(C)nc(N2CCCCC2)c1C#N
    -1%	5
- CCn1c(Cn2nnc(-c3ccccc3)n2)nnc1SCC(=O)Nc1ccccc1
    9%	-17
- Cc1ccc(OCC(=O)NCc2n[nH]c(=O)c3ccccc23)cc1
    ?	·
- Cc1cc(=O)n(CNC(=O)c2ccccc2)c(=S)[nH]1
    ?	·
- O=C(Nc1cc(-c2ccccc2)sc1C(=O)O)c1cccc(F)c1
    ?	·
- Cc1noc(C)c1CSc1nc2ccccc2[nH]1
    ?	·
- COc1ccc(C(C#N)N2CCCCCC2)cc1OC (stereo unspecified)
    ?	·
- FC(F)(F)c1nnc2ccc(NCc3cccnc3)nn12
    ?	·
- O=C(CNC(=O)c1ccc(Cl)cc1Cl)NCC1CCCO1 (stereo unspecified)
    i	23
- Cn1c(=O)c2c(SCC(=O)N3CCCCC3)nc(-c3ccccc3F)nc2n(C)c1=O
    ?	·
- O=S(=O)(NCc1csc(-c2cccnc2)n1)c1ccc2c(c1)OCCO2
    ?	·
- COc1ccc(N2CC(C)Cn3c2nc2c3c(=O)n(CCN3CCOCC3)c(=O)n2C)cc1 (stereo unspecified)
    2.1µM*	5.1*
- CCCNC(=O)C(Cc1cccc(C#N)c1)NC(=O)c1cccc([N+](=O)[O-])c1 (stereo unspecified)
    ?	·
- CCC(C)NC(=O)c1c(N)n(/N=C/c2cccnc2)c2nc3ccccc3nc12 (stereo unspecified)
    ?	·
- O=C(NCCOc1ccccc1)C(=O)c1c[nH]c2ccccc12
    ?	·
- CS(=O)(=O)N(CC(=O)N1CCCC1)c1ccc(Cl)cc1Cl
    ?	·
- CC(c1ccccn1)N(C)C(=O)c1ccc2nc(Cc3cccc(Cl)c3)oc2c1 (stereo unspecified)
    ?	·
- CCNC(=S)NNC(=O)c1ccccn1
    ?	·
- O=C(Cn1c(=O)[nH]c2ccsc2c1=O)NC1CCCCCC1
    ?	·
- CC(=O)NS(=O)(=O)c1ccc(NC(=O)/C=C/c2cn(-c3ccccc3)nc2-c2ccccc2)cc1
    9%	-6
- CC(C)n1c(C(O)c2ccccc2)nc2ccccc21 (stereo unspecified)
    18%	-8
- CCCOCn1cc(F)c(=O)[nH]c1=O
    16%	0
- COc1ccc(-c2ccc(-c3noc(-c4cccs4)n3)c(OC)n2)cc1
    ?	·
- CCOC(=O)c1c(-c2ccc(C)cc2)cn2ccccc12
    10%	-16
- Cc1cc(C)cc(NC(=O)CSc2nnc(NC(=O)C3CC3)s2)c1
    ?	·
- O=C(Nc1ccc2c(c1)OCCO2)Nc1ccc2c(c1)OCO2
    ?	·
- CCn1c(C(=O)NC(C)c2ccc3c(c2)OCCO3)cc2sccc21 (stereo unspecified)
    ?	·
- COc1ccccc1/C=C/C1=NC(=C\C=C/c2ccccc2)/C(=O)O1
    19%	11
- COC(=O)/C(N=Nc1cccc(C(F)(F)F)c1)=C(\C)O
    -22%	0
- COc1cccc(-c2cc3nc4c(c(NCC(C)(C)CN(C)C)n3n2)CCCC4)c1
    14%	·
- Cc1noc(C)c1CSc1ccc2ccccc2n1
    9%	-1
- CC1CCCN(c2ccc(N)cc2C(N)=O)C1 (stereo unspecified)
    4%	-4
- NC(=O)[C@@H]1CCCN1Cc1nc(-c2ccccc2)no1
    -21%	-17
- Cc1cc(C(=O)NP(=O)(N2CC(C)OC(C)C2)N2CC(C)OC(C)C2)c(C)n1C1CC1 (stereo unspecified)
    ?	·
- COc1ccc2c(c1)c(C(=O)CNc1nc(C)cs1)c(C)n2C
    i	-1
- CCCOC(=O)NC1C(NC(=O)OCCC)N(C)C(=O)N1C (stereo unspecified)
    3%	-3
- CCOc1ccccc1NC(=O)c1cc(C(=O)c2cc(OC)ccc2O)coc1=N
    ?	·
- CC(C)c1ccc(CN(C(=O)c2cc3ccccc3oc2=O)C2CCS(=O)(=O)C2)cc1 (stereo unspecified)
    ?	·
- COc1cc(/C=C/C(=O)Nc2cc(C(F)(F)F)ccc2Cl)cc(OC)c1OC
    ?	·
- O=C(CCc1c[nH]c2ccccc12)OCC(=O)N1CCN(S(=O)(=O)c2ccccc2)CC1
    23%	·
- CCOC(=O)C1=C(COC(=O)CCOc2ccc(C)cc2)NC(=O)NC1C (stereo unspecified)
    -8%	-3
- Cc1cc2oc(=O)cc(COC(=O)c3n[nH]c4ccccc34)c2cc1C
    ?	·
- COc1ccc(NC(=O)Nc2nnc(Cc3ccc(F)cc3)s2)cc1
    3%	-7
- CCN(CC)C(=O)CC(c1ccc2c(c1)OCO2)c1c(OC)cc(OC)c2ccc(=O)oc12 (stereo unspecified)
    11%	5
- CCc1nnc(NC(=O)CCC(=O)NC2CCCCC2)s1
    18%	10
- CCOC(=O)CC(NCc1ccc(OC)c(OCC)c1)c1ccc(C)cc1 (stereo unspecified)
    2%	-5
- CN(C)c1cc[n+](CC(=O)Nc2cc(C(F)(F)F)ccc2Cl)cc1
    3%	-14
- CCOc1ccc(CC2NCCc3cc(OCC)c(OCC)cc32)cc1OCC (stereo unspecified)
    ?	·
- COc1cc(/C=C/C(=O)c2ccc(C)c([N+](=O)[O-])c2)cc(OC)c1O
    ?	·
- Cc1ccsc1CN(C)C(=O)CN1C(=O)NC2(CCCCC2C)C1=O (stereo unspecified)
    19%	8
- COc1cc(C(CC(=O)Nc2cccc(C)n2)N2Cc3ccccc3C2=O)cc(OC)c1OC (stereo unspecified)
    0%	18
- Cc1cc(C)c(Nc2ncccc2C(=O)O)c(C)c1
    8%	14
- CSc1cccc(N2CC(C(=O)NCCN3C(=O)S/C(=C\c4cccnc4)C3=O)CC2=O)c1 (stereo unspecified)
    ?	·
- CC(CCN1CCN(c2ccccn2)CC1)c1ccccc1 (stereo unspecified)
    ?	·

7 entries from above, bar-delimited.
SMILES | S3 lipid droplet | S3 lipid droplet cell count max
Cc1cc2oc(=O)cc(COC(=O)c3n[nH]c4ccccc34)c2cc1C | ? | ·
COc1cc(/C=C/C(=O)Nc2cc(C(F)(F)F)ccc2Cl)cc(OC)c1OC | ? | ·
COC(=O)/C(N=Nc1cccc(C(F)(F)F)c1)=C(\C)O | -22% | 0
CC1CCCN(c2ccc(N)cc2C(N)=O)C1 (stereo unspecified) | 4% | -4
CCc1nnc(NC(=O)CCC(=O)NC2CCCCC2)s1 | 18% | 10
COc1cc(C(CC(=O)Nc2cccc(C)n2)N2Cc3ccccc3C2=O)cc(OC)c1OC (stereo unspecified) | 0% | 18
CCOC(=O)CC(NCc1ccc(OC)c(OCC)c1)c1ccc(C)cc1 (stereo unspecified) | 2% | -5

(continued)
Order of values: S3 lipid droplet	S3 lipid droplet cell count max
- CCOC(=O)NC(=O)c1cn(C(CC)CO)c(=O)[nH]c1=O (stereo unspecified)
    ?	·
- CN1CCN(C(=O)CN2C(=O)COc3ccc(S(=O)(=O)N4CCOCC4)cc32)CC1
    ?	·
- CCCc1cc(C(=O)Nc2ccc(OC)cc2[N+](=O)[O-])cs1
    ?	·
- COc1ccc(CNC(=O)CN(C)S(=O)(=O)c2ccc3c(c2)OCCO3)cc1OC
    ?	·
- CNc1nc2ccccc2n1/N=C/c1cccc(OC)c1OC
    -4%	-10
- COC(=O)c1sc(NC(=O)CSc2nc3cccnc3n2C)nc1C
    ?	·
- N#CCC(=O)N/N=C\c1cc(Br)ccc1OC/C=C/c1ccccc1
    ?	·
- O=C(c1ccc(Nc2cccc(C(F)(F)F)c2)nc1)N1CCCC1
    10%	-12
- Cc1ccc(CNS(=O)(=O)c2ccc3oc(C(=O)O)c(C)c3c2)cc1
    ?	·
- CN(C)c1nc(N)c2ncc(=S)[nH]c2n1
    i	·
- CN1CCC(=O)N([C@H](CSc2ccc(Br)cc2)Cc2ccccc2)CC1
    -11%	0
- C=CCSc1nnc(NC(=O)c2cccc(S(=O)(=O)N3CCOCC3)c2)s1
    i	0
- N#CCc1nn(Cc2ccc(F)cc2)c(=O)c2ccccc12
    15%	10
- COc1ccc(S(=O)(=O)N2CCN(C(=O)CCNC(=O)c3ccccc3Cl)CC2)cc1
    ?	·
- COC(CNC(=O)Cc1c(C)nc2c(-c3ccccc3)c(C)nn2c1C)OC
    5%	25
- COc1ccc(N=C2SC(C(N)=O)CC(=O)N2Cc2ccc3c(c2)OCO3)cc1 (stereo unspecified)
    ?	·
- COc1cccc(-n2cc3c(c2-c2ccccc2)c(=O)n(C)c(=O)n3C)c1
    ?	·
- C=CCNCCCOc1ccc(Cl)cc1Br
    4%	0
- Cc1cccc(OCC(=O)N(C)c2c(N)n(Cc3ccccc3)c(=O)[nH]c2=O)c1C
    ?	·
- CN(Cc1ccccn1)Cc1nc(COc2ccccc2)no1
    ?	·
- CCCn1cnc2c(=S)nc(N)[nH]c21
    -4%	-5
- Cc1cccc(NC(=O)c2cc(NC(=O)C3CCCCC3C(=O)O)ccc2Cl)n1 (stereo unspecified)
    ?	·
- CCN1C(=O)CC(C(=O)OC)=C1C
    -10%	-20
- COc1ccccc1NNC(=O)C(O)(c1ccccc1OC)c1ccccc1OC
    -18%	0
- CC1CCCC(NC(=O)COC(=O)c2cccc(NS(=O)(=O)/C=C/c3ccccc3)c2)C1C (stereo unspecified)
    ?	·
- COc1ccc(NC(=O)Cc2ccc(Cl)c(Cl)c2)cn1
    7%	1

High-throughput results as filed in PubChem BioAssay.

Only part of the results is shown (hit frequency here may not be typical).
